RSV CPE inhibition: RSV antiviral activity via CPE protection, HEp-2 cells, primary 10 µM value included (AID 2391). HEp-2 cells, RSV-induced CPE inhibition; higher % means a stronger effect. 0.13% of 310,000 active. CPE inhibition, % at 10 µM; hits with a dose series show IC50 in µM; in the data active = a potency from the dose series; inconclusive = CPE inhibition mostly from about 23% at the one dose, without a potency; inactive = the rest, 99 in 100 with CPE inhibition below about 21%; also: strong numbers were not always called active
PhoP inhibition: inhibitors of PhoP regulon expression, primary screen, Salmonella Typhimurium, GFP reporter (AID 1863) | S. Typhimurium PhoP-regulated promoter GFP reporter, 4 h; higher % means a stronger effect | one-dose inhibition, % at 50 µM; IC50 in µM for titrated hits | 0.16% of 300,000 active;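 active = inhibition over 29.93%, a cutoff 3 SD above the screen mean, later confirmed by dose response; inconclusive = inhibition over 29.93% but no dose response follow-up; inactive = inhibition at most 29.93% or unconfirmed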;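 also: 0% = low Mg2+ inducing control and 100% = high Mg2+ repressing control; strong numbers were not always called active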
human PMI inhibitors: human PMI inhibitors, high substrate, primary screen, biochemical, fluorescence intensity, high mannose 6-phosphate (AID 1220). recombinant PMI enzyme, coupled fluorescence intensity; higher % means a stronger effect. inhibition, % at 20 µM, or IC50 in µM where a hit was titrated. 0.66% of 190,000 active. Mannose-6-phosphate isomerase (Homo sapiens)
Siah-1 displacement: Siah-1 peptide-binding antagonists, primary screen, biochemical, fluorescence polarization, rhodamine-plectin, uHTS (AID 1817); E3 ubiquitin-protein ligase SIAH1 (Homo sapiens); Siah-1 / rhodamine-plectin peptide fluorescence polarization; higher % means a stronger effect; one-dose displacement, % at 20 µM; IC50 in µM for titrated hits; 0.02% of 290,000 active;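 active = displacement of at least 50% at 20 µM, with a fluorescence ratio check between 0.3 and a set limit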;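 also: plate controls were Siah plus tracer with DMSO for no effect and tracer alone without Siah for full effect; strong numbers were not always called active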
TNAP activation fold: human TNAP enzyme activators, primary screen, biochemical, luminescent, no phosphate acceptor, uHTS (AID 1001); activation fold at 20 µM, or EC50 in µM where a hit was titrated; purified TNAP, luminescent activation assay, no phosphate acceptor; higher activation fold means a stronger effect; 0.03% of 200,000 active; Alkaline phosphatase, tissue-nonspecific isozyme (Homo sapiens); in the data active = activation fold from about 3, or a potency from the dose series; inactive = the rest, 99 in 100 with activation fold below about 1.6; also: many of its hits are not listed in these tables
Myeloid diff 2: induction of myeloid progenitor differentiation, primary screen, cell-based, flow cytometry, MLPCN library. calls only at 10 µM. ER-HoxA9 myeloid progenitors, lysozyme-GFP differentiation. 1% of 360,000 active;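 active = normalized GFP-positive differentiation at or above the plate's own cutoff, the solvent-only control mean plus 3 SD; inconclusive = no clear call, values can overlap the other calls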;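 also: cells exposed to compound for four days before flow analysis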
XIAP antagonists: XIAP antagonists, biochemical, IAP family, fluorescence polarization (AID 1018); XIAP BIR domain, fluorescence polarization peptide displacement; higher % means a stronger effect; displacement, % at 20 µM, or IC50 in µM where a hit was titrated; 0.007% of 200,000 active; in the data active = displacement above about 50%; also: a part of the inactive calls stands beside numbers as strong as those of hits
WT yeast gro inh: growth inhibition of WT strain, primary screen, mitochondrial fusion inhibitor project, WT and mutant strains, chemical genetic | inhibition, % at 10 µM | 2.1% of 190,000 active | AID 1362, 2008 | mitochondrial fusion phenotypic screen; in the data active = inhibition above about 58%; tested in S. cerevisiae
PMI inhibitors: inhibitors of human PMI, primary screen, biochemical, fluorescence intensity, coupled assay (AID 1209); purified PMI enzyme, coupled fluorescence intensity; higher % means a stronger effect; one-dose inhibition, % at 20 µM; IC50 in µM for titrated hits; 0.42% of 190,000 active;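 also: plate controls were DMSO vehicle for no effect and wells lacking substrate for full effect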
WT yeast gro inh mutant strain: also measured in WT yeast gro inh; calls as there; inhibition, %; mitochondrial fusion phenotypic screen, mutant strain inhibition
Myeloid diff 2 GFP+ MAC1+ %: further read-out of Myeloid diff 2, marked with its call; GFP+ MAC1+ double positive, %; measured here: differentiation confirmed by MAC1 staining
An asterisk follows results filed as active; i = inactive; ? = inconclusive; · = no result given. Rule as the data show it, unless noted: active = inhibition above about 50%; inactive = the rest. Rows were taken by chance, and some 3.1% of all compounds hit somewhere here.

SMILES | RSV CPE inhibition | PhoP inhibition | human PMI inhibitors | Siah-1 displacement | TNAP activation fold | Myeloid diff 2 | Myeloid diff 2 GFP+ MAC1+ % | XIAP antagonists | WT yeast gro inh | WT yeast gro inh mutant strain | PMI inhibitors
c1ccc2c(c1)OCC(c1csc3ncnc(N4CCCC4)c13)O2 (stereo unspecified) | 7.8% | 3% | 0% | 3% | 1.1 | i | 0.9 | -7.1% | 20 | -78 | -1%
Cc1cc(/C=C2\SC(=S)NC2=O)c(C)n1-c1ccc(O)cc1 | ? | -2% | · | -7% | · | i | 0.9 | · | · | · | ·
CCN(CC)CCNC(=O)C1(O)c2cc(Br)ccc2NC(=O)N1c1cccc(OC)c1 (stereo unspecified) | 1.6% | 2% | · | -2% | · | i | 0.2 | · | · | · | ·
CC1=C(C#N)C(NC(=O)c2ccc(C)cc2)(C(F)(F)F)C(=O)N1 (stereo unspecified) | -0.4% | -2% | 15% | -1% | 1 | i | 3.0 | -4.3% | 77* | -7.0* | 15%
O=C(Cn1ncc(N2CCCC2)c(Br)c1=O)c1ccc(Cl)cc1 | 2.1% | 4% | -2% | 12% | 1.1 | i | 0.4 | -3.1% | 11 | -6 | 5%
Cc1cc(C)c(C)c(C(=O)CSc2nnc(-c3ccc4[nH]c(C)c(C)c4c3)o2)c1C | 55% | -1% | 1% | 19% | 1.1 | i | 1.0 | 1.1% | 31 | 6 | -3%
CC(C)C(=O)Nc1ccc(-c2csc(-c3ccccc3)n2)cc1 | 1.7% | -5% | -8% | 1% | 1.1 | i | 14 | -1.1% | 5 | 9 | -4%
Fc1ccccc1CSc1nnnn1-c1ccc2c(c1)OCO2 | 1.2% | 3% | 14% | 3% | 1.1 | i | 2.1 | 2.2% | 18 | 13 | 14%
O=C1c2ccccc2C(=O)N1/N=C/c1ccc(Oc2ccc([N+](=O)[O-])cn2)cc1 | 1.0% | -6% | -1% | -2% | 1.1 | i | 1.5 | -6.5% | 2 | -8 | -8%
CCn1cc(C(=O)OCC(=O)Nc2cccc(Cl)c2Cl)c(=O)c2ccc(C)nc21 | 2.3% | -7% | 18% | 1% | 1 | ? | · | -22% | 10 | -22 | 4%
CC(=O)NC(=O)COC(=O)c1ccc2ncsc2c1 | 2.6% | 0% | -14% | 11% | 1.1 | i | 0.7 | -2.2% | 2 | -1 | -29%
CCCn1c(CN2CCN(C(=O)OCC)CC2)nc2c1c(=O)n(C)c(=O)n2C | 0.5% | -10% | -2% | 2% | 1.1 | i | 5.0 | 1.2% | 6 | 8 | 4%

Entries of single compounds, looked up by structure. Order of screens: RSV CPE inhibition	PhoP inhibition	human PMI inhibitors	Siah-1 displacement	TNAP activation fold	Myeloid diff 2	Myeloid diff 2 GFP+ MAC1+ %	XIAP antagonists	WT yeast gro inh	WT yeast gro inh mutant strain	PMI inhibitors
Shown for `Fc1ccccc1CSc1nnnn1-c1ccc2c(c1)OCO2` = 1.2%	3%	14%	3%	1.1	i	2.1	2.2%	18	13	14%
Shown for `O=C(Cn1ncc(N2CCCC2)c(Br)c1=O)c1ccc(Cl)cc1` = 2.1%	4%	-2%	12%	1.1	i	0.4	-3.1%	11	-6	5%
Shown for `CCN(CC)CCNC(=O)C1(O)c2cc(Br)ccc2NC(=O)N1c1cccc(OC)c1` (stereo unspecified) = 1.6%	2%	·	-2%	·	i	0.2	·	·	·	·
Shown for `c1ccc2c(c1)OCC(c1csc3ncnc(N4CCCC4)c13)O2` (stereo unspecified) = 7.8%	3%	0%	3%	1.1	i	0.9	-7.1%	20	-78	-1%

(cont.)
SMILES | RSV CPE inhibition | PhoP inhibition | human PMI inhibitors | Siah-1 displacement | TNAP activation fold | Myeloid diff 2 | Myeloid diff 2 GFP+ MAC1+ % | XIAP antagonists | WT yeast gro inh | WT yeast gro inh mutant strain | PMI inhibitors
CCCCCCNC(=O)c1cn(CC)c2cc(N3CCN(C)CC3)c(F)cc2c1=O | -0.1% | 23µM* | · | -10% | · | i | 0.4 | · | · | · | ·
O=C(NCc1ccco1)c1cc(S(=O)(=O)N2CCOCC2)c(Cl)cc1Cl | · | -2% | 7% | 1% | 1.1 | i | 0.5 | 0.7% | -2 | -1 | 5%
Cc1ccc(C(=O)C[n+]2ccc3ccccc3c2)cc1 | 0.2% | 1% | -21% | 9% | 1.1 | i | 0.3 | 0.4% | 23 | 42 | -21%
O=C(Nc1ccc(Cl)cc1)[C@@H]1[C@@H]2C(=O)N(c3ccc(Cl)cc3)C(=O)[C@@H]2[C@H]2C=CC=NN21 | 2.1% | 13% | -93% | -3% | 1 | i | 0.8 | 1.7% | 9 | 1 | -61%
COC(=O)c1ccc(C(=O)Nc2nnc(-c3cccnc3)o2)cc1 | -4.3% | -11% | -3% | 1% | 1.3 | · | · | -3.1% | -13 | -16 | 2%
CN1C=CC2=C(C#N)C(N)C(C#N)(C#N)[C@H](c3ccccc3)[C@H]2C1 (stereo partly specified) | -1.6% | 0% | 61%* | 6% | 1.1 | i | 1.0 | -3.7% | -21 | 3 | 24%
Cc1nn(C/C(C#N)=N\O)c(C)[n+]1N | 1.1% | -6% | 0% | 4% | 1.1 | i | 1.6 | -2.5% | 1 | 14 | 7%
S=C(NC1CCCC1)NN1CCOCC1 | 0.8% | -4% | 16% | 2% | 1.1 | i | 0.2 | -12% | 5 | 9 | 13%
CC1(C)CC(=O)C/C(=N\NC(=O)C2C3CCCCC32)C1 (stereo unspecified) | 1.8% | 4% | 14% | 8% | 0.9 | i | 0.1 | 14% | -8 | 10 | 13%
CC(C)(C)NC(=O)CSc1ncnc2c1cnn2-c1ccccc1 | 0.8% | 4% | · | -2% | · | i | 0.4 | · | · | · | ·
Cc1ccc(CNc2nc(N)c([N+](=O)[O-])c(Nc3cccc(F)c3)n2)cc1 | 0.0% | 1% | -10% | -3% | 0.8 | i | 1.3 | -2.3% | -3 | 15 | -13%
OCCNCc1ccc(OC2CCCC2)cc1 | -1.5% | -5% | 1% | -6% | 1.1 | i | 4.6 | -5.3% | 4 | 2 | 5%
Cc1ccc(-c2nc(C3CCN(S(=O)(=O)c4ccc(C(F)(F)F)cc4)CC3)no2)cc1 | 3.0% | 3% | -6% | -2% | 1 | i | 0.9 | -3.1% | 3 | -5 | -4%
O=C1CSc2ccccc2N1Cc1ccccc1F | -0.6% | 6% | 12% | -2% | 1.1 | i | 0.5 | -3.1% | -9 | 88 | 10%
COc1ccc(N=CC2=C(O)c3ccccc3C2=O)c(OC)c1 | 4.1% | 1% | 26% | -4% | 1 | i | 1.2 | 3.5% | 21 | 9 | 14%
CCOc1ncccc1C(=O)Nc1cccc(Cl)c1Cl | 7.3% | 0% | 1% | 7% | 1.2 | i | 0.1 | -2.3% | -9 | 14 | 2%
COCCCNC(=O)CNC(=S)N(Cc1cc(OC)c(OC)c(OC)c1)C1CCCC1 | 1.3% | 5% | -5% | 4% | 1.2 | i | 0.3 | -6.3% | 17 | 5 | 5%
CCOC(=O)Cc1csc(NC(=O)CSc2nc3sc(C(=O)O)c(C)c3c(=O)[nH]2)n1 | 1.7% | -3% | 6% | 0% | 1.1 | i | 7.8 | -13% | · | · | 6%
O=C(COC(=O)c1cncc(Br)c1)NC1CC1 | 2.8% | 2% | 6% | 1% | 1 | i | 0.5 | -8.8% | 13 | 12 | 11%
O=C(Cc1ccccc1F)Nc1ccc(Cl)nc1 | -1.7% | -1% | -6% | -5% | 1.1 | i | 1.8 | -8.0% | -5 | -3 | -2%
COc1ccc(NC(=O)/C(=C/c2ccc3c(c2)OCO3)NC(C)=O)cc1 | 1.6% | 8% | 9% | -7% | 1.1 | i | 0.1 | 5.2% | 10 | 16 | 6%
N#CCCn1cc(C=O)c(-c2cccs2)n1 | 0.6% | 5% | 0% | 8% | 1.1 | · | · | -3.5% | -6 | 8 | 4%
Nc1cc(C(F)(F)F)ccc1OCC1CCCO1 (stereo unspecified) | 3.6% | -2% | · | 2% | · | i | 0.6 | · | · | · | ·
CCOc1ccc(NC(=O)C[n+]2ccccc2)cc1 | 0.7% | 5% | 8% | -3% | 1.2 | i | 1.0 | -10% | -6 | 30 | 4%

PhoP inhibition: what is marked active above.
SMILES,RSV CPE inhibition,PhoP inhibition,human PMI inhibitors,Siah-1 displacement,TNAP activation fold,Myeloid diff 2 GFP+ MAC1+ %,XIAP antagonists,WT yeast gro inh mutant strain,PMI inhibitors
CCCCCCNC(=O)c1cn(CC)c2cc(N3CCN(C)CC3)c(F)cc2c1=O,-0.1%,23µM*,·,-10%,·,0.4,·,·,·

The listing continues.
SMILES | RSV CPE inhibition | PhoP inhibition | human PMI inhibitors | Siah-1 displacement | TNAP activation fold | Myeloid diff 2 | Myeloid diff 2 GFP+ MAC1+ % | XIAP antagonists | WT yeast gro inh | WT yeast gro inh mutant strain | PMI inhibitors
Cc1cccc(OCc2nnc(SCC(=O)NC3CCCC3)n2C)c1 | 0.6% | 3% | · | 0% | · | i | 0.3 | · | · | · | ·
CCCNC(=O)NC(=O)CSc1cccc(C(F)(F)F)c1 | -0.6% | -7% | 7% | -3% | 1.1 | i | 0.2 | -0.4% | 11 | -27 | 7%
O=C(NNC(=O)c1ccccc1Br)c1cccc(Cl)c1 | -0.3% | -8% | 9% | -2% | 1.1 | i | 0.8 | -6.1% | 0 | 0 | 12%
CCn1c2ccccc2c2nc3cc(C(=O)O)ccc3nc21 | · | -3% | 34% | -4% | 1.1 | i | 0.2 | -2.8% | -4 | 0 | 6%
O=c1[nH]c(NCCO)nc2c1C1(CCCCC1)Cc1ccccc1-2 | 40% | 11% | 11% | 2% | 1 | i | 0.7 | -3.2% | · | · | 17%
COc1cc(C(=O)Nc2nc(-c3ccc(Cl)cc3)c(C)s2)ccc1OCC(=O)Nc1ccc(F)cc1 | 14% | 1% | -9% | 7% | 1.1 | i | 0.2 | -2.6% | 3 | 4 | 5%
Cc1cccc(NC(=O)Cn2c(O)c(N=NC(=O)c3ccccc3O)c3ccccc32)c1 | 1.5% | -3% | -8% | -4% | 1 | i | 1.1 | -2.6% | -9 | -2 | 6%
COc1cc(C(=O)OC(C)CN2CCN(C)CC2)cc(OC)c1OC (stereo unspecified) | 1.7% | 11% | -1% | -2% | 1 | i | 1.0 | -4.0% | -25 | 10 | -1%
Cc1ccc(S(=O)(=O)N2CCN(C3CC(=O)N(Cc4ccccc4)C3=O)CC2)cc1C (stereo unspecified) | 0.2% | 8% | 15% | 5% | 1.1 | i | 8.7 | -7.1% | 13 | 13 | 5%
CCCCOC(=O)CCn1c(=S)oc2ccccc21 | 2.4% | -1% | 4% | 10% | 1.1 | i | 1.0 | -0.8% | -39 | -9 | 2%
COc1ccc2[nH]c(C(=O)Nc3ccc(C)c(F)c3)cc2c1 | 6.6% | -3% | · | -4% | · | i | 0.3 | · | · | · | ·
O=C(CCc1c[nH]c2ccccc12)NCCc1ccc(O)cc1 | 0.8% | 1% | · | 5% | · | i | 0.4 | · | · | · | ·
